# HKDC1 inh = HKDC1 (human) hexokinase inhibition | recombinant HKDC1, G6PDH/diaphorase resazurin coupled fluorescence | actives 0.16% (n = 340,000) | Q2TB90 | inhibition, % at 20 µM;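 active = inhibition above about 35% when tested at 20 µM, limit read from the data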;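 also: plate controls were DMSO wells with enzyme for no effect and DMSO wells lacking enzyme for full effect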
# Target sequence (Q2TB90 whole entry, looked up): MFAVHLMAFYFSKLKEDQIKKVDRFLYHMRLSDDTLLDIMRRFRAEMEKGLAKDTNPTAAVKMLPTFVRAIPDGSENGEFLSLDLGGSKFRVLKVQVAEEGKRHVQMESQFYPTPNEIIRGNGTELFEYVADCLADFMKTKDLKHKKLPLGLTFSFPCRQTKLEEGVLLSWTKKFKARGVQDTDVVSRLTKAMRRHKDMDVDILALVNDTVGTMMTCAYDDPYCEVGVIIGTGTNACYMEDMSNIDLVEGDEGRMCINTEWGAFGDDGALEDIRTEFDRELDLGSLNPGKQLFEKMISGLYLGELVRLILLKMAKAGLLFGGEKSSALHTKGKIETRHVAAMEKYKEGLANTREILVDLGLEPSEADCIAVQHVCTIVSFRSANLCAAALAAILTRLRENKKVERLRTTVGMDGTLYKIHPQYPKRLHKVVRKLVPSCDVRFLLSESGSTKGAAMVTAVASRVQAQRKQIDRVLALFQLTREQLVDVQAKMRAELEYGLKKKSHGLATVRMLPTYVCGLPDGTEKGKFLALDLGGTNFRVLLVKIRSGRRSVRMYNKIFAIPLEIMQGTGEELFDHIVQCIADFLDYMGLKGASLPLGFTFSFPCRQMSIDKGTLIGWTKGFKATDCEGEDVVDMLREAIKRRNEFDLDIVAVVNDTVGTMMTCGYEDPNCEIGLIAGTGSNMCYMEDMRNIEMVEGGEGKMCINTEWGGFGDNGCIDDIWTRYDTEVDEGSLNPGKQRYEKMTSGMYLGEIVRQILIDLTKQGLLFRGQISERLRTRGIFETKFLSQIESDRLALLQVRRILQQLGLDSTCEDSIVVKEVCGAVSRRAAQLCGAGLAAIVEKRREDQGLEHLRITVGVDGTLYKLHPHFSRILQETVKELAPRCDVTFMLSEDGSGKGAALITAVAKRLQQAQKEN
#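 Incubation: 90 min at room temperature in dark / Material: recombinant HKDC1 (HK5) hexokinase enzyme, produced in-house / Quantity: enzyme 5 µg/mL final / Compound: one dose of 20 µM, 1% DMSO / Reagent: glucose and ATP substrates / Buffer or medium: Tris pH 8.0 buffer with MgCl2, Tween-20, BSA, BME / Technique: resorufin fluorescence at 613 nm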
# MIN6 prolif = induces beta-cell replication in MIN6 cells | AID 2380 | proliferation, % at 10 µM | MIN6 cells proliferation, ATPlite luminescence, 48 h; cells starved in 0.2% serum; 100% = growth in 10% serum | actives 0.29% (n = 330,000);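 active = compounds whose signal lies at least 3.5 SD above the mean of all wells on their plate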;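 also: 0% = DMSO-treated cells in low-serum medium and 100% = 10% serum control; some compounds called inactive have numbers as strong as hits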
# SENP8 block-1 = blocks human SENP8 cleavage of Nedd8 substrate; AID 602440; recombinant SENP8, Nedd8 substrate fluorescence; Q96LD8; actives 0.64% (n = 360,000); inhibition, % at 20 µM; in the data active = inhibition mostly above about 40%, no sharp cut-off; inactive = mostly below about 27%
# PfGluPho inh = PfG6PD (Plasmodium falciparum) enzyme inhibition; PfGluPho enzyme, NADPH resazurin-diaphorase fluorescence; inhibition, % at 20 µM; actives 0.78% (n = 350,000);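 active = inhibition reaching at least a set limit at 20 µM in the primary screen, cut at about 59% in these data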;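 also: 0% = DMSO wells with substrate and 100% = DMSO wells lacking glucose-6-phosphate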
# SENP1 FRET inh = inhibitors of human SENP1 SUMO protease catalytic domain; inhibition, % at 10 µM; actives 0.21% (n = 360,000); Q9P0U3; recombinant SENP1 catalytic domain, CyPet-SUMO1-YPet FRET cleavage;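 active = inhibition at least 30% at 10 µM, raw YFP signal under a set limit, fluorescence ratio 0.5 to 1.5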;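 also: 0% = enzyme with DMSO and 100% = no enzyme wells; some results filed as inactive read as strong as hits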
#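 Assay system: hSENP1 catalytic domain, recombinant. Amount: SENP1 enzyme, 20 pM final. Schedule: 50 min reaction, RT, dark. Technique: FRET, CFP and YFP emission. Control set: no-enzyme wells low, DMSO-plus-enzyme wells high control.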
# SENP7 block = blocks the human protease SENP7 | recombinant SENP7, Z-RLRGG-aminoluciferin luminescence, 40 min | inhibition, % at 5 µM | actives 1.5% (n = 330,000) | AID 434973;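 active = inhibition above about 50% at the single test dose, limit read from the data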;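 also: plate controls were DMSO with enzyme for no effect and no enzyme buffer wells for full effect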
# SENP6 inh = SENP6 protease inhibition. Q9GZR1. Recombinant SENP6 catalytic domain, aminoluciferin luminescence. inhibition, % at 10 µM. actives 1.8% (n = 330,000). AID 2599;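 active = inhibition above about 50% at the single tested dose, limit read from the data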;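 also: plate controls were DMSO wells with enzyme for no effect and DMSO wells lacking enzyme for full effect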
# SENP8 block-2 = blocks the human protease SENP8; Q96LD8; purified SENP8, Z-RLRGG-aminoluciferin cleavage, luminescence; inhibition, % at 10 µM; actives 1.2% (n = 330,000); AID 2540; in the data active = inhibition above about 50%
# UBC13 inh = blocks human UBC13 polyubiquitin chain formation | P61088 | TR-FRET | inhibition, % at 20 µM | actives 0.47% (n = 330,000) | AID 485273; in the data active = inhibition above about 45%, passing the limit was not always enough
# The depositor's hits bear a star; / = no result given. Random draw from the library; 4% or so of the library scored in one or more.
SMILES,HKDC1 inh,MIN6 prolif,SENP8 block-1,PfGluPho inh,SENP1 FRET inh,SENP7 block,SENP6 inh,SENP8 block-2,UBC13 inh
COCCNC(=O)c1ccc(CS(=O)(=O)c2c(Cl)cccc2Cl)o1,-6,-1,14,-1,1,-5,12,-3,2
CCOCCSc1n[nH]c(=O)n1CCc1ccccc1,-5,-4,0,4,1,-11,-20,-8,-3
C=CCn1c(SCCCc2ccccc2)nc2c1c(=O)[nH]c(=O)n2C,1,5,8,16,1,-2,-6,2,14
COc1ccc(N2CCN(C(=O)CC(C)S(=O)(=O)c3ccc4c(c3)NC(=O)CO4)CC2)cc1 (stereo not drawn),-2,-1,3,5,1,10,9,-10,-7
OCC1(Cc2ccccc2)CCN(CCCC2CCCC2)CC1,-2,-3,18,-6,1,3,-22,3,0
CCCCc1nc2cc(C(=O)N3CCNC(=O)C3)ccc2o1,-4,-2,14,-3,2,-2,-2,-9,6
COc1ccc(CCNC(=O)c2ccc(CNS(=O)(=O)c3cccc(Cl)c3)cc2)cc1OC,5,0,15,9,-2,-10,-2,-12,-8
CCC(C)N(C(=O)c1csnn1)C(C(=O)NC1CCCC1)c1ccc(F)cc1 (stereo not drawn),-2,0,8,7,1,1,-4,7,-1
CC(C)CCN1C(=O)c2ccc(C(=O)Nc3ccc(O)cc3C(=O)O)cc2C1=O,14,-3,3,-14,7,-8,-10,-3,-6
Cc1ccc(NC(=S)NC2CCCCC2)cc1S(=O)(=O)N(C)C,-2,2,6,29,1,-11,-15,-4,-9
Cc1cccc(NS(=O)(=O)c2ccc(C)c(C(=O)NCC(c3cccs3)N3CCOCC3)c2)c1 (stereo not drawn),-4,/,3,-3,-2,/,/,/,/
O=C1OC2(CCCCC2)OC(=O)C1=CNc1ccc2c(c1)OCO2,-2,-3,-58,19,-1,1,1,-2,-4
CCn1c(C)cc(=S)c2ccccc21,22,-4,-22,51,-2,13,17,18,4
N#Cc1ccccc1OCC(=O)Nc1ccc(N2CCOCC2)cc1N1CCOCC1,-5,-5,5,1,-4,2,-4,-4,-7
CC[C@H](C)[C@@H]1NC(=O)c2cc([N+](=O)[O-])cc(I)c2SC[C@@H](C(N)=O)NC(=O)[C@H](CCCCN)NC1=O,1,1,/,1,/,0,12,-5,-6
O=C(C(Sc1ccccc1)c1ccc(Br)cc1)N1CCOCC1 (stereo not drawn),-3,0,14,-4,2,-3,-2,0,2
CN(C)C(=O)c1ccc(NC(=O)c2cncc(Br)c2)cc1,-13,-1,11,-9,1,27,30,0,3
COC(=O)c1ccc(/C=N/OCC(=O)NC2CCCCCCC2)cc1,4,-1,15,3,2,4,-3,-1,-1
O=C(Nc1cccc(NC(=O)c2ccccc2F)c1)c1ccccc1,-5,-1,17,0,0,6,-5,-5,-1
COc1cccc(NC(=O)COC(=O)CCOc2ccccc2OC)c1,-2,0,8,1,1,1,2,-9,9
Oc1c(CN2CCN(c3ccc(F)cc3)CC2)cc(Cl)c2cccnc12,-26,-5,14,-16,-3,-3,-5,3,-8
Cc1ccc(NC(=O)C(C)OC(=O)/C=C/c2ccccc2)cc1S(=O)(=O)N1CCOCC1 (stereo not drawn),1,3,-28,-13,-1,2,-2,10,4
COc1ccnc(N=CNOCc2cccc(C(F)(F)F)c2)c1C#N,12,1,2,-7,0,-4,1,-1,2
Cc1cc(Br)ccc1OCC(=O)NNC(=O)Cc1ccccc1,12,-2,21,-17,0,4,1,1,-9
COc1ccc(NC(=O)C23CC4CC(C2)CC(n2cnc(Br)n2)(C4)C3)c(OC)c1,-1,3,17,-13,1,0,4,-3,8
Cc1ccc2c(c1)-c1[nH]c(=S)ncc1CS2,3,-4,-2,43,2,3,-10,4,-2
Cc1ccc(SCc2[nH]nc3c2C2(C(=O)N(C)c4ccccc42)C(C#N)=C(N)O3)cc1 (stereo not drawn),1,-2,17,15,-1,1,-18,-4,-3
Cc1ccccc1C(=O)Oc1cccc(Nc2ncnc3ccccc23)c1,0,-3,-125,17,-1,-3,-17,-11,-10

# A portion from the list above:
SMILES,HKDC1 inh,MIN6 prolif,SENP8 block-1,PfGluPho inh,SENP1 FRET inh,SENP7 block,SENP6 inh,SENP8 block-2,UBC13 inh
Cc1ccc(SCc2[nH]nc3c2C2(C(=O)N(C)c4ccccc42)C(C#N)=C(N)O3)cc1 (stereo not drawn),1,-2,17,15,-1,1,-18,-4,-3
Cc1ccccc1C(=O)Oc1cccc(Nc2ncnc3ccccc23)c1,0,-3,-125,17,-1,-3,-17,-11,-10

# Taken from above.
# Reading for COc1ccc(NC(=O)C23CC4CC(C2)CC(n2cnc(Br)n2)(C4)C3)c(OC)c1 in PfGluPho inh: -13
# Reading for CN(C)C(=O)c1ccc(NC(=O)c2cncc(Br)c2)cc1 in MIN6 prolif: -1

# Among those listed so far, these have an NH in an aromatic ring.
SMILES,HKDC1 inh,MIN6 prolif,SENP8 block-1,PfGluPho inh,SENP1 FRET inh,SENP7 block,SENP6 inh,SENP8 block-2,UBC13 inh
CCOCCSc1n[nH]c(=O)n1CCc1ccccc1,-5,-4,0,4,1,-11,-20,-8,-3
C=CCn1c(SCCCc2ccccc2)nc2c1c(=O)[nH]c(=O)n2C,1,5,8,16,1,-2,-6,2,14
Cc1ccc2c(c1)-c1[nH]c(=S)ncc1CS2,3,-4,-2,43,2,3,-10,4,-2
Cc1ccc(SCc2[nH]nc3c2C2(C(=O)N(C)c4ccccc42)C(C#N)=C(N)O3)cc1 (stereo not drawn),1,-2,17,15,-1,1,-18,-4,-3

# Limited to SENP8 block-2, for some of the entries so far:
molecule	SENP8 block-2
O=C1OC2(CCCCC2)OC(=O)C1=CNc1ccc2c(c1)OCO2	-2
Cc1ccc(NC(=O)C(C)OC(=O)/C=C/c2ccccc2)cc1S(=O)(=O)N1CCOCC1 (stereo not drawn)	10

# Source: PubChem (Sanford-Burnham Center for Chemical Genomics)
